KB-V1 cytotox – qHTS assay for MDR1-selective chemotherapeutics: Primary screen using the drug-selected MDR subline cells KB-V1; KB-V1 MDR cells viability, CellTiter-Glo, 72 h; Potency, µM (top dose mostly 46.1 µM), inactives show at the highest dose activity change, negative = cytotoxicity, usual class: cytotoxic; 3.4% of 400,000 active; AID 1347076, 2019; further: potency means the concentration at half of the fitted maximal effect; on the % scale 0 is the no-effect control and ±100 the full control effect; nearly all actives have a fitted effect of over 60% in size
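Cytotoxicity via CellTiter-Glo luminescence after 72 h compound exposure at 37 degrees C. Cells: drug-selected KB-V1 line, DMEM phenol-red free plus 10% FBS. Compounds tested at multiple concentrations; normalized data fitted to concentration-effect curves.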
GLP1R cytotox – qHTS of GLP-1 Receptor Inverse Agonists: Cytotox Screen. HEK293 cAMP-luciferase reporter cells, luminescence, 24 h. Potency, µM (titrated, usually from 38.3 µM), for the others: at the top dose activity change, negative = inhibition, actives largely listed as inhibitors. 0.13% of 410,000 active. AID 624418, 2012;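 further: loss of luciferase light is scored as toxicity; potency means the concentration at half of the fitted maximal effect; on the % scale 0 is the no-effect control and ±100 the full control effect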
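Luminescence readout: signal drop marks cytotoxicity. Plated cells grew 12 h at 37 °C, 5% CO2, received 23 nL compound for 24 h, then got luciferase reagent, read after 12 min at RT.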
PTHR1 agonist – qHTS for PTHR1 Agonists: Primary Screen; HEK293 GP2 PTHR1 cells, GloSensor cAMP luminescence, 1 h; Potency, µM (titrated, usually from 115 µM), inactives show top-dose activation, most hits filed as activators; 0.075% of 410,000 active; AID 743266, 2014; further: potency means the concentration at half of the fitted maximal effect; nearly all actives have a fitted effect of over 55% in size; some results filed as inactive show a strong effect at the top dose; inactives centre near -15; many of its hits are not listed in these tables
Target sequence (Q03431 whole entry, looked up): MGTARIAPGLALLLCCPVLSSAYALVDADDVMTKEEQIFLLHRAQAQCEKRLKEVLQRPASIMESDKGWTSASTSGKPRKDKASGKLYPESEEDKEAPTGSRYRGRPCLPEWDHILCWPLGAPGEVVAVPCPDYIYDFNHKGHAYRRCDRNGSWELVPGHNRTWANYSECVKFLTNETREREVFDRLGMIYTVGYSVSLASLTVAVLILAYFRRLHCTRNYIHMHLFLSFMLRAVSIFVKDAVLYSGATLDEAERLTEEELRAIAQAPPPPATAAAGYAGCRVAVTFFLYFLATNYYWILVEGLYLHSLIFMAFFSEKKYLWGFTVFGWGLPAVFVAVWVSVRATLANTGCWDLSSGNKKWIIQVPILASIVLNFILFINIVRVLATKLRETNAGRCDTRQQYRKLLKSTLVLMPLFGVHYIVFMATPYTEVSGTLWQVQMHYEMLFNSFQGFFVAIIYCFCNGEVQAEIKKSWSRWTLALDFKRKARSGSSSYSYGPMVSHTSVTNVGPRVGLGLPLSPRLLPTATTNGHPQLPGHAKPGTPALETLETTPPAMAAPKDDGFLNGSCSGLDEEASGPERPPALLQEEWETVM
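HEK-293-derived GP2 cells expressing PTHR1 and a GloSensor cAMP reporter, 3,000/well, plated overnight, given luciferin plus IBMX (each 0.5 mM as added) for 1 h at 37 °C, then compound for 1 h at 37 °C. Luminescence was read after 15 min at room temperature.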
GLP-1R agonist – qHTS of GLP-1 Receptor Agonists; Potency, µM (highest dose often 45.6 µM), without a hit: at the highest dose activation, most hits filed as activators; 0.007% of 380,000 active; Glucagon-like peptide 1 receptor (Homo sapiens), P43220; AID 624172, 2012; HEK293 GLP-1R CRE-luciferase, luminescence, 4-6 h; cells express a hypersensitive GLP-1R form; further: potency means the concentration at half of the fitted maximal effect; % of control where 0% means no effect
Target sequence (P43220 whole entry, looked up): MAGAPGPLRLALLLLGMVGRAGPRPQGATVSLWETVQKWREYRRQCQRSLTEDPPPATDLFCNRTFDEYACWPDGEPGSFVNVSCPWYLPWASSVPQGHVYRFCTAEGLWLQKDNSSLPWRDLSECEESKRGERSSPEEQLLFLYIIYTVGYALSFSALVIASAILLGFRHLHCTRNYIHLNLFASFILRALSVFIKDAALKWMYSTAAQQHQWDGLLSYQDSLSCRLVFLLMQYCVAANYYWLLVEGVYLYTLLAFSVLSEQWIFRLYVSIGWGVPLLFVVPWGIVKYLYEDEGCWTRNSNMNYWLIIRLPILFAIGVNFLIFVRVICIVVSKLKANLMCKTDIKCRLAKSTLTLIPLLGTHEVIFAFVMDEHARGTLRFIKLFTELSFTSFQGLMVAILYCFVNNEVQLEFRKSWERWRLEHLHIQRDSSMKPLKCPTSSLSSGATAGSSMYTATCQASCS
TDP43 rescue – qHTS of TDP-43 Inhibitors; Potency, µM (doses to about 46.1 µM), inactives show top-dose growth rescue (activation), hits mostly activators; AID 652104, 2013; TDP-43 expressing yeast growth rescue, BacTiter-Glo, 24 h; 1.8% of 410,000 active; further: potency means the concentration at half of the fitted maximal effect; % of control where 0% means no effect; nearly all actives have a fitted effect of over 50% in size
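Luminescence from BacTiter-Glo reports growth of TDP-43-expressing yeast after 24 hr at 30 deg C with compound. Cells were raffinose-pregrown to mid-log, then seeded in galactose medium at OD600=0.02.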
aSyn yeast inh – qHTS of alpha-syn Inhibitors; 0.14% of 370,000 active; Potency, µM (series often up to 46.1 µM), for the others: at the highest dose growth rescue (activation), most hits filed as activators; Yeast expressing alpha-synuclein, growth rescue, BacTiter-Glo, 24 h; further: potency means the concentration at half of the fitted maximal effect; % of control where 0% means no effect; nearly all actives have a fitted effect of over 65% in size
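Galactose-induced alpha-syn yeast (OD600=0.02, raffinose-pregrown) + pinned cpd, 24 hr, 30 deg C; growth by BacTiter-Glo luminescence. Growth restoration scores as activation.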
DRD3 antagonist – qHTS of D3 Dopamine Receptor Antagonist: qHTS; D3R cells, DiscoveRx beta-arrestin luminescence, antagonist mode; active compounds read low; AID 652054, 2013; max response, negative = inhibition, %; 2.5% of 360,000 active; in the data active means max response below about -50%; inconclusive means no clear call, values can overlap the other calls; further: on the % scale 0 is the no-effect control and ±100 the full control effect; mostly tested at two doses, the higher about 12 µM
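Cells expressing the human receptor were seeded at 1500 cells/well, incubated overnight at 37 degrees C in 5% CO2, then exposed to library compounds with dopamine controls for 90 minutes at 37 degrees C before luminescent detection.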
DRD3 agonist – qHTS of D3 Dopamine Receptor Agonist: qHTS; D(3) dopamine receptor (Homo sapiens), P35462; D3R DiscoveRx beta-arrestin cells, luminescence, 90 min; max activation, %; 0.58% of 410,000 active; AID 652048, 2013; in the data active means max activation above about 30%; further: 0% is about no effect; mostly tested at two doses, the higher about 12 µM
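Cells at 1500/well, incubated overnight, then treated with pinned compounds (dopamine as control) for 90 min at 37 degrees C. DiscoveRx reagent added for 30 - 60 minutes at room temperature; luminescence read.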
GLP-1R inv ag – qHTS of GLP-1 Receptor Inverse Agonists (Inhibition Mode); 1.6% of 410,000 active; AID 624417, 2012; Potency, µM (highest dose often 38.3 µM), for inactives: at the top dose activity change, negative = inhibition, hits mostly inhibitors; HEK293 GLP-1R CRE-luciferase, luminescence, 24 h; GLP-1R form is constitutively active; further: potency means the concentration at half of the fitted maximal effect; on the % scale 0 is the no-effect control and ±100 the full control effect; nearly all actives have a fitted effect of over 55% in size
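Cells are plated, allowed 12 hours at 37 deg C, then treated with compounds for 24 hr before luciferase detection reagent is added and luminescence is read after 12 min at room temperature. The HEK293 line carries constitutively active GLP-1R with a cAMP-responsive reporter.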
Numbers without * were called inactive; i = inactive; ? = inconclusive; nt = not tested or not shown; [ ] = dose if it differs, or a comment. Unless noted, the call rests on the fitted dose curve; in most records, active means well fitted curve in the direction sought with a large enough effect; inconclusive means small, poorly fitted or top-dose-only effect, or another doubt; inactive means no such curve, though single readings can be large; an effect the other way counts as inactive or inconclusive. The list is partial; the hit share may differ from the screen's.

Values run as follows: PTHR1 agonist, GLP-1R agonist, aSyn yeast inh, TDP43 rescue, DRD3 antagonist, KB-V1 cytotox, GLP1R cytotox, DRD3 agonist, GLP-1R inv ag
> O=C(c1ccc(=O)[nH]c1)N1CCN(S(=O)(=O)c2ccc3ccccc3c2)CC1
 : -1%, -1%, 3%[1.84 µM], 13%, 7, 2%, 3%, 0, 2%
> O=C(Cn1nc(-c2ccccc2)ccc1=O)NCC1CCCO1 (stereo unspecified)
 : i, -8%, -5%, -25%, 9, 17%, 3%, 2, 6%
> CCN(CC)S(=O)(=O)c1ccc(N=Nc2c(C)[nH]n(C(N)=S)c2=O)cc1
 : -16%[57.5 µM], -4%, -2%, 17%, -93*, -2%, -15%, 9, 0%
> CC(O)(C(=O)c1ccccc1)c1ccccc1 (stereo unspecified)
 : -1%, -1%, 10%, 35%, 0, 3%, -1%, -1, -8%
> O=c1[nH]c(=O)c2nc3c4ccccc4c4ccccc4c3nc2[nH]1
 : -22%, 1%, 7%, -8%, 6, -1%, 59%[activator], -5, 55%[activator]
> Cc1ccc(C)c(Cn2c(C(=O)O)c(CNCc3cccs3)c3ccccc32)c1
 : i, nt, nt, 16%, nt, nt, 1%, 16, ?
> N#CC1CC(c2ccc([N+](=O)[O-])cc2)=NN1c1ccc([N+](=O)[O-])cc1 (stereo unspecified)
 : -15%, -2%, 1%, 9%, -17, ?, 6%, 0, 17%
> O=C1/C(=C/c2cccc([N+](=O)[O-])c2)CCc2ccccc21
 : -86%[inhibitor], -19%, 5%, 22µM*, ?, 16µM*, -1%, -8, -17%
> CCN(CC)C(=O)c1sc2c(c1C)c(=O)n(-c1ccc(OC)cc1OC)c(=O)n2Cc1cc(C)ccc1C
 : -7%, nt, nt, 24%, nt, 6%, 18%, -5, -12%
> COc1ccc(CCNC(=O)CSc2nc(C)nc3c2oc2ccccc23)cc1OC
 : i, -3%, 3%, 13%, 9, ?, -8%, 2, 22%

Compound profiles, from the list above. Values in the order: PTHR1 agonist	GLP-1R agonist	aSyn yeast inh	TDP43 rescue	DRD3 antagonist	KB-V1 cytotox	GLP1R cytotox	DRD3 agonist	GLP-1R inv ag
O=C(c1ccc(=O)[nH]c1)N1CCN(S(=O)(=O)c2ccc3ccccc3c2)CC1 in the list: -1%	-1%	3%[1.84 µM]	13%	7	2%	3%	0	2%
O=c1[nH]c(=O)c2nc3c4ccccc4c4ccccc4c3nc2[nH]1 in the list: -22%	1%	7%	-8%	6	-1%	59%[activator]	-5	55%[activator]
CCN(CC)S(=O)(=O)c1ccc(N=Nc2c(C)[nH]n(C(N)=S)c2=O)cc1 in the list: -16%[57.5 µM]	-4%	-2%	17%	-93*	-2%	-15%	9	0%
CCN(CC)C(=O)c1sc2c(c1C)c(=O)n(-c1ccc(OC)cc1OC)c(=O)n2Cc1cc(C)ccc1C in the list: -7%	nt	nt	24%	nt	6%	18%	-5	-12%
COc1ccc(CCNC(=O)CSc2nc(C)nc3c2oc2ccccc23)cc1OC in the list: i	-3%	3%	13%	9	?	-8%	2	22%

The list goes on:
Values run as follows: PTHR1 agonist, GLP-1R agonist, aSyn yeast inh, TDP43 rescue, DRD3 antagonist, KB-V1 cytotox, GLP1R cytotox, DRD3 agonist, GLP-1R inv ag
> COc1ccccc1NC(=O)CSc1nnc(CCC(=O)Nc2ccccc2F)n1C
 : 0%, -1%, -1%, 7%, 13, 12%, 4%, 3, -5%
> COC(=O)c1oc(-c2ccc(Cl)cc2)nc1C
 : -4%, 6%, 0%, 16%, -4, 3%, -7%, -4, 10%
> CC(=O)N1CCN(C(=O)c2ccc(-c3ccccc3Cl)o2)CC1
 : -9%, 9%, 0%, 18%, -5, 10%, -1%, -3, 12%
> O=C(c1sc2cc(F)ccc2c1Cl)N1CCN(c2cccc(Cl)c2)CC1
 : -19%, -4%, 14%, ?, 3, ?, -9%, 4, ?
> COc1ccc(-n2ncc3c2CC(C)(C)CC3NC(=O)CCN2CCCC2=O)cc1 (stereo unspecified)
 : 0%, 6%, -10%, 2%, -14, -19%, -8%, -3, 8%
> CC(=O)Nc1ccc(S(=O)(=O)N(C#N)c2nc(N(C)C)nc(N(C)C)n2)cc1
 : i, 0%, 1%, -13%, 20, 4%, 5%, 3, 9%
> Cc1ccc(S(=O)(=O)N2CCN(Cc3cc(C(C)(C)C)ccc3O)CC2)cc1
 : -22%, 4%, 3%, 4%, 8, -1%, 1%, 5, ?
> CCN1/C(=C\c2ccc3cc(C)ccc3[n+]2CC)Sc2cc(C)c(C)cc21
 : -51%, -4%, -67%[inhibitor], -93%[inhibitor], 1, -24%, ?, 5, -21%
> Cc1cccc2cc(/C=C/C(=O)c3ccco3)c(Cl)nc12
 : -28%, 1%, 19%, ?, 5, 1%, 2%, 9, 2%
> O=C(COC(=O)CCNS(=O)(=O)c1ccccc1)NNC(=O)c1ccccc1
 : i, 12%, -1%, -20%, 3, 0%, 3%, 11, 5%
> CC(C#N)(NC(=O)CN1CCN(S(=O)(=O)c2ccc(Br)cc2Cl)CC1)C1CC1 (stereo unspecified)
 : i, 0%, 9%, 13%, 21, -11%, 1%, 7, -2%
> O=C(c1ccco1)n1nc(-c2ccc(Cl)cc2)nc1NCc1ccccc1
 : -47%[inhibitor], nt, nt, 5%, nt, nt, -32%, -9, -28%
> CCSc1nc(N)nc2c1ncn2C1OC(CO)C(O)C1O (stereo unspecified)
 : i, 0%, 5%, 12%, 13, 28%, 8%, 2, 3%
> CCNC(=S)NNC(=O)c1cc(Br)cs1
 : -3%, -1%, -17%, 14%, 12, -9%, -26%, 0, 0%
> O=C(Nc1ccc2c(c1)CN(Cc1ccc(CO)o1)CC2)c1ccc(C(F)(F)F)cc1
 : -28%, 3%, -4%, -5%, -1, -6%, 271%[activator], -2, -27%
> COc1ccc(C(=O)Nc2ccc(C(=O)NCCc3ccc(OC)c(OC)c3)cc2)cc1
 : i, 4%, -1%, 12%, 5, -1%, -11%, -5, 0%
> COc1cccc(NC2c3ccccc3C(=O)N2Cc2ccccc2Cl)c1 (stereo unspecified)
 : -3%, 8%, -3%, 0%, -16, 12%, -3%, -10, ?
> CN(CC(=O)N1CC=C(c2ccccc2)CC1)S(=O)(=O)c1cnc[nH]1
 : -6%[57.5 µM], 1%, -13%, -3%, 11, 12%, 0%, -2, 2%
> O=C(NCc1ccco1)c1cccc(S(=O)(=O)N2CCN(Cc3ccccc3)CC2)c1
 : -10%, 1%, 0%, -21%, 0, 1%, 11%, -18, ?
> CC(C)c1ccc(NC2CCCN(C(=O)c3cccnc3)C2)cc1 (stereo unspecified)
 : -29%, 5%, -6%, 0%, -3, 1%, -2%, -1, -22%
> Cc1cc(OC(=O)c2ccc(S(=O)(=O)N3CCOCC3)cc2)c([N+](=O)[O-])c(=O)[nH]1
 : i, -1%, -1%, -8%[0.397 µM], 3, 11%, -15%, 11, 12%
> O=C(OCN1C(=O)c2ccccc2C1=O)C1CCCCC1
 : -2%[57.5 µM], -1%, 0%, -3%, 14, 21%, 6%, 0, 4%
> COC(=O)c1ccccc1NC(=O)C12CC3CC(C1)CC(n1cnc(Cl)n1)(C3)C2
 : -13%, 12%, 14%, ?, -11, -15%, -7%, -1, 38%[activator]
> CN1CCN(C(=S)c2ccc(-c3cccc([N+](=O)[O-])c3)o2)CC1
 : -23%, 19%, -2%, 11%, -6, 0%, -31%, -3, 7%
> Cc1ccc(-c2nnn(Cc3nc(N)nc(N4CCOCC4)n3)n2)cc1
 : -31%[inhibitor], -5%, nt, 17%, 44, 0%, -7%, 1, 7%
> CCOC(=O)c1cc(C(C)(C)C)oc1CNC(=O)c1c(C)oc2c1CCCC2
 : -33%[inhibitor], 7%, 9%, 5%, -11, 0%, 9%, 4, ?
> CC1CCCCN1C(=O)CNCC1CCCO1 (stereo unspecified)
 : i, 1%, 7%, -5%, 12, -12%, 8%, 7, 9%
> O=c1nc(-c2ccccc2)n(-c2ccc(Cl)cc2)[nH]1
 : -6%, -1%, 13%, 13%, -2, -18%, -2%, -3, -1%
> O=C1CN(C(=O)COC(=O)CNC(=O)c2ccccc2)c2ccccc2N1
 : i, -2%, 4%, -6%, 15, 4%, 4%, -1, 15%
> CCOC(=O)c1cc2c(=O)n3ccccc3nc2n(CC2CCCO2)c1=NC(=O)c1cccc(C(F)(F)F)c1 (stereo unspecified)
 : 2%, nt, nt, 17%, nt, 4%, 33%[activator], 3, 4%
> S=c1nc(-c2ccccn2)c(-c2ccccn2)n[nH]1
 : 4%, -6%, 1%, 0%, -78*, -1%, 0%, -11, 22%
> O=C(CN1CCSc2ccccc21)N1CCCCC1
 : i, -2%, 0%, 14%, nt, -3%, 9%, 1, -14%
> Fc1cccc(Cl)c1-c1nnc2ccc(N3CCOCC3)nn12
 : i, -5%, nt, -3%, 15, 5%, -5%, 2, 4%
> Cc1cc2nccc(-c3ccc(Cl)cc3Cl)n2n1
 : -29%, 9%, 4%, ?, -4, 11%, 8%, 4, 17%
> CN(Cc1ccc(F)cc1)C(=O)c1cccc(NS(=O)(=O)c2ccccc2)c1
 : -15%, 3%, 1%, 0%, -4, -5%, -13%, 0, -14%
> Cc1cc(Cl)c2oc(C(=O)N(CCO)Cc3ccccc3)c(C)c2c1
 : i, ?, 1%, 0%, -19, -13%, -7%, -6, 3%
> Cc1nc(NC(=O)c2cccnc2Cl)sc1C
 : -21%, 0%, 3%, 20%, -3, 2%, 1%, 4, -17%

Source: PubChem BioAssay
